GAA glycogen mod: qHTS Assay for Inhibitors and Activators of Human alpha-Glucosidase Cleavage of Glycogen. Lysosomal alpha-glucosidase (Homo sapiens), P10253. recombinant GAA, glycogen substrate, Amplex Red glucose oxidase fluorescence. Potency, µM (top dose mostly 76.4 µM), for inactives: at the top dose activity change, negative = inhibition, usual class: inhibitors. actives 0.38% (n = 300,000). AID 2100, 2009;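 also: 0% = full enzyme reaction and -100% = no-enzyme basal signal; the screen sought inhibitors and activators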
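qHTS, 1536-well; enzyme 4 nM final; cpd up to 77 uM; substrate bovine liver glycogen 30 ug; 50 mM citrate/phosphate pH 5.0, 0.01% Tween-20; 37 C, 40 min; Amplex Red detection 45 min RT; Hill fit → AC50.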
SMN2 splice up: qHTS Assay for Enhancers of SMN2 Splice Variant Expression; AID 1458, 2008; Potency, µM (top dose mostly 46.1 µM), for the others: at the top dose activity change, positive = activation, hits mostly activators; HEK293 SMN2-luciferase splicing reporter, luminescence, 30-36 h; actives 2.8% (n = 210,000); also: % of control where 0% means no effect; nearly all actives have a fitted effect of over 55% in size
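qHTS luciferase splicing reporter: luminescence rises when SMN2 exon 7 is included in transfected HEK293 cells. Compound exposure lasted 30-36 h at 37C, with 4.5 mM final sodium butyrate as control, followed by a ONE-Glo read.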
Numbers without * were called inactive; ? = inconclusive; & = joins results of further samples; [ ] = dose if it differs, or a comment. Calls follow the shape of the dose curve; as a rule, active = well fitted curve in the direction sought with a large enough effect; inconclusive = small, poorly fitted or top-dose-only effect, or another doubt; inactive = no such curve, though single readings can be large; an effect the other way counts as inactive or inconclusive. Potency is read from the fitted curve at half-maximal effect. Not all compounds are listed, so the mix of outcomes need not match the whole.

1) COc1ccc(Nc2cc(C(=O)NCCCN(C)C3CCCCC3)c3ccccc3n2)c(OC)c1
2) COc1cccc(CCNC(=O)c2ccc(Cn3c(SCc4ccccc4)nc4cccnc43)cc2)c1
3) COc1ccc(C(CC(=O)O)NC(=O)c2cc3ccccc3oc2=O)cc1OC (configuration not stated)
4) COc1ccc(C(=O)N2CC(=O)Nc3ccc(C)cc3C2c2ccc(F)cc2)c(OC)c1 (configuration not stated)
5) COc1ccc(OC)c(CCNC(=O)c2ccc3c(c2)N(Cc2ccccc2)CCS3)c1
6) Cc1ccc(-n2c3nc(=O)[nH]c(=O)c-3cc3c(C)nn(-c4ccccc4)c32)cc1Cl
7) COc1ccc(CCNC(=O)c2ccc3c(c2)CCN3S(=O)(=O)c2ccc(C)cc2)cc1
8) CCc1ccc2oc(-c3cccc(NC(=O)c4ccc(-c5cccc([N+](=O)[O-])c5)o4)c3)nc2c1
assay / compound | 1 | 2 | 3 | 4 | 5 | 6 | 7 | 8
GAA glycogen mod | -4.7%[76.3 µM] | -10.8%[76.3 µM] | -8.5%[76.3 µM] | 14.3%[76.3 µM] | -2.2%[76.3 µM] | -11.0%[76.3 µM] | 7.5%[76.3 µM] | 12.8%[76.3 µM]
SMN2 splice up | -16.3% | -16.8% | 4.2% | 3.0% | 0.7% | -2.4% | -12.1% | ?

9) COc1ccc(NC(=O)CN(C)S(=O)(=O)c2ccc3nc(C)sc3c2)cc1Cl
10) COc1ccc(Cn2cc(C(=O)c3ccc(C)cc3)c(=O)c3cc(OC)c(OC)cc32)cc1
11) COc1ccc(C(=O)Nc2ccc3nc4n(c(=O)c3c2)CCCCC4)cc1OC
12) Cc1ccc(NC(c2cccc(Cl)c2)c2nnc(-c3ccccc3)o2)cc1F (configuration not stated)
13) COc1ccc(-n2nnnc2SCC(=O)NCCc2ccccc2)cc1
14) COc1ccccc1CNC(=O)CCCCn1c(=O)c2ccccc2n(CC(=O)Nc2c(C)cc(C)cc2C)c1=O
15) CCOc1ccc(S(=O)(=O)N2CCN(c3cccc(C(F)(F)F)c3)CC2)cc1OCC
16) CCn1c(C(=O)NCc2ccccc2C)cc2oc3ccccc3c21
assay / compound | 9 | 10 | 11 | 12 | 13 | 14 | 15 | 16
GAA glycogen mod | -6.1%[76.3 µM] | -8.0%[76.3 µM] | -0.1%[76.3 µM] | 10.5%[76.3 µM] | -13.2%[76.3 µM] | 1.7%[76.3 µM] | 2.1%[76.3 µM] | -0.7%[76.3 µM]
SMN2 splice up | -19.8% | -6.0% | 11.2% | -4.3% | -7.9% | 6.6% | -9.3% | ?

17) CCOc1cccc(C(=O)Nc2ccc(NC(=O)c3ccc(Br)cc3)cc2)c1
18) Cc1ccc(C)c(Cn2c3ccccc3c3cnn(CC(=O)NC(C)CCc4ccccc4)c(=O)c32)c1 (configuration not stated)
19) CCc1ccccc1NC(=O)Cn1c(=O)n(CCc2ccccc2)c(=O)c2sc3ccccc3c21
20) CC(C)c1nnc(NC(=O)c2nc(SCc3ccc(F)cc3)ncc2Cl)s1
21) O=C(NCCc1ccccc1)c1cc(-c2cccc(Cl)c2)on1
22) Cc1ccc(NC(=O)CN2C(=O)C(c3ccc(F)cc3)=NC23CCCCCC3)c(C)c1
23) Cc1cc(C)c2oc(-c3ccc(NC(=O)COc4ccccc4C)cc3)nc2c1
24) Cc1ccc(C)c(NC(=O)CN2C(=O)COc3ccc(Cl)cc32)c1
assay / compound | 17 | 18 | 19 | 20 | 21 | 22 | 23 | 24
GAA glycogen mod | -2.6%[76.3 µM] | -4.4%[76.3 µM] | -5.2%[76.3 µM] | 9.3%[76.3 µM] | -6.6%[76.3 µM] | -8.1%[76.3 µM] | 12.5%[76.3 µM] | 12.8%[76.3 µM]
SMN2 splice up | -4.3% | 12.1% | -7.1% | 12.4% | -4.5% | 22.3% | 2.5% | 0.2%

25) CCOCCCN1C(=O)c2[nH]nc(-c3ccccc3O)c2C1c1ccc(CC)cc1 (configuration not stated)
26) CC1=C(C(=O)Nc2cccnc2)C(c2ccccc2)n2nc(SCc3ccccc3)nc2N1 (configuration not stated)
27) COc1ccc(CCn2c3c(c(=O)[nH]c2=O)C(NC(=O)c2ccccc2F)(C(F)(F)F)C(=O)N3)cc1OC (configuration not stated)
28) COC(=O)c1nnn(CC(=O)Nc2ccc(Br)c(C)c2)c1N
29) CCCCn1c(CNC(=O)C23CC4CC(CC(C4)C2)C3)nnc1SCC(=O)Nc1ccccc1
30) Cc1ccc(C)c(NC(=O)Nc2cc3c(cc2N2CCCCC2)n(C)c(=O)n3C)c1
31) CCc1noc2nc(C)n(CC(=O)O)c(=O)c12
32) Cc1nc2scc(C)n2c(=O)c1S(=O)(=O)Nc1cccc(O)c1
assay / compound | 25 | 26 | 27 | 28 | 29 | 30 | 31 | 32
GAA glycogen mod | 11.5%[76.3 µM] | 11.8%[76.3 µM] | 2.5%[76.3 µM] | 17.4%[76.3 µM] | 8.7%[76.3 µM] | -8.8%[76.3 µM] | -14.8%[76.3 µM] | 7.1%[76.3 µM]
SMN2 splice up | -9.6% | 2.7% | -2.7% | -1.2% | -4.3% | 10.8% | -11.3% | 0.3%

Rewritten with values under each structure: 7 of the compounds above.
Values run as follows: GAA glycogen mod	SMN2 splice up
(26) CC1=C(C(=O)Nc2cccnc2)C(c2ccccc2)n2nc(SCc3ccccc3)nc2N1 (configuration not stated)
 : 11.8%[76.3 µM]	2.7%
(27) COc1ccc(CCn2c3c(c(=O)[nH]c2=O)C(NC(=O)c2ccccc2F)(C(F)(F)F)C(=O)N3)cc1OC (configuration not stated)
 : 2.5%[76.3 µM]	-2.7%
(28) COC(=O)c1nnn(CC(=O)Nc2ccc(Br)c(C)c2)c1N
 : 17.4%[76.3 µM]	-1.2%
(29) CCCCn1c(CNC(=O)C23CC4CC(CC(C4)C2)C3)nnc1SCC(=O)Nc1ccccc1
 : 8.7%[76.3 µM]	-4.3%
(30) Cc1ccc(C)c(NC(=O)Nc2cc3c(cc2N2CCCCC2)n(C)c(=O)n3C)c1
 : -8.8%[76.3 µM]	10.8%
(31) CCc1noc2nc(C)n(CC(=O)O)c(=O)c12
 : -14.8%[76.3 µM]	-11.3%
(32) Cc1nc2scc(C)n2c(=O)c1S(=O)(=O)Nc1cccc(O)c1
 : 7.1%[76.3 µM]	0.3%

Next section
33) CCN1C(C(=O)c2ccccc2)=C(OC(=O)c2ccc(OC)cc2)c2ccccc2S1(=O)=O
34) COCCNC(=O)Cn1c(=O)n(CCCCCC(=O)NCc2ccccc2Cl)c(=O)c2sccc21
35) Cc1c(CC(=O)N2CCCCC2)c(=O)oc2c(C)c(O)ccc12
36) COc1cc(-c2nc3ccc(C)cn3c2Nc2ccc(Cl)cc2)ccc1O
37) COc1ccc(-c2noc(CNC(=O)c3ccc(OC)cc3OC)n2)cc1
38) COc1ccc(N2CCN(C(=O)c3ccc4c(c3)N(Cc3cc(C)ccc3C)C(=O)c3ccccc3S4=O)CC2)cc1 (configuration not stated)
39) CCCN(CCC)CCNC(=O)CN1C(=O)COc2ccc(S(=O)(=O)N3CCOCC3)cc21
40) COc1ccc(Nc2nn3c(=O)c4cc5c(cc4nc3s2)OCO5)c(OC)c1
assay / compound | 33 | 34 | 35 | 36 | 37 | 38 | 39 | 40
GAA glycogen mod | 4.4%[76.3 µM] | 0.9%[76.3 µM] | -1.6%[76.3 µM] | ? | -2.0%[76.3 µM] | 11.9%[76.3 µM] | -4.0%&3.4%[76.3 µM] | -3.8%[76.3 µM]
SMN2 splice up | -21.9% | -2.0% | 12.5% | 23.9% | -15.4% | -19.0% | 1.0% | -3.8%

41) COc1cccc(NC(=O)CCc2c(C)nc3ncnn3c2C)c1
42) COc1cc(-n2c(=O)c3ccccc3n(Cc3cccc(Cl)c3)c2=O)cc(OC)c1OC
43) COc1ccc(NC(=O)Cn2cc(C(=O)c3ccc(C)c(C)c3)c(=O)c3cc(OC)ccc32)cc1
44) COc1ccc(OCCCn2c(C3CC(=O)N(c4ccc(F)cc4)C3)nc3ccccc32)cc1 (configuration not stated)
45) Cc1ccc(-c2csc(=Nc3ccc(F)cc3)n2Cc2ccc3c(c2)OCO3)cc1C
46) COc1ccccc1N1CCN(C(=O)CN2C(=O)COc3ccc(S(=O)(=O)N4CCOCC4)cc32)CC1
47) COc1cc2c(C(=O)N3CCN(c4ccc(F)cc4)CC3)cn(CC(C)C)c(=O)c2cc1OC
48) COc1ccc(S(=O)(=O)N(CCc2ccccc2)CC(=O)Nc2cc(Cl)ccc2C)cc1
assay / compound | 41 | 42 | 43 | 44 | 45 | 46 | 47 | 48
GAA glycogen mod | 14.8%[76.3 µM] | 0.8%[76.3 µM] | -12.0%[76.3 µM] | -12.7%[76.3 µM] | -11.1%[76.3 µM] | -24.2%[76.3 µM] | -1.3%[76.3 µM] | 6.3%[76.3 µM]
SMN2 splice up | 5.0% | 9.5% | -3.9% | 11.6% | 9.0% | 4.1% | 6.6% | -5.3%

49) O=C(C1CCN(S(=O)(=O)c2ccc(Br)s2)CC1)N1CCN(c2ccc(F)cc2)CC1
50) COc1cc(NC(=O)Cn2c(=O)n(CC3CCCO3)c(=O)c3cc(OC)c(OC)cc32)cc(OC)c1 (configuration not stated)
51) CCOC(=O)c1c(NC(=O)CCCOc2ccc(C(C)(C)C)cc2)sc2c1CCC2
52) COc1ccc(-n2c(=O)c3ccccc3n(CC(=O)NCCc3ccc(OC)c(OC)c3)c2=O)cc1
53) CC1CCCCN1c1c(S(=O)(=O)c2ccc(Cl)cc2)cnc2ccccc12 (configuration not stated)
54) CN(C)c1cc2c(cc1NC(=O)c1ccc(F)cc1)n(C)c(=O)n2C
55) O=C1COc2ccc(-c3cc(-c4ccc(F)cc4)c4c(n3)-c3cc(Cl)ccc3OC4)cc2N1
56) CCOc1cc(C2C(C(=O)OC)=C(C)NC3=C2C(=O)c2ccccc23)cc(Br)c1OCC (configuration not stated)
57) O=c1oc2ccc3ccccc3c2cc1-c1nnc(Nc2cccc(F)c2)s1
assay / compound | 49 | 50 | 51 | 52 | 53 | 54 | 55 | 56 | 57
GAA glycogen mod | -5.2%[76.3 µM] | 19.1%&13.5%[76.3 µM] | 13.5%[76.3 µM] | 10.8%[76.3 µM] | 6.9%[76.3 µM] | -7.7%[76.3 µM] | -8.6%[76.3 µM] | -19.2%[76.3 µM] | -7.2%[76.3 µM]
SMN2 splice up | -0.4% | -5.0% | -1.4% | 1.1% | -31.1%[inhibitor] | 6.3% | 0.5% | -0.7% | 6.7%

Assay outcomes (PubChem BioAssay)
